Chronic BCR inh – qHTS Assay to Find Inhibitors of Chronic Active B-Cell Receptor Signaling | ABC-DLBCL IkBa-CBG/CBR reporter, luminescence ratio, 4 h | Potency, µM (highest dose often 46.1 µM), without a hit: at the top dose ratio change, negative = lower green/red ratio, hits mostly inhibitors | 340,000 tested, 0.05% active | AID 493014, 2011; active = well fitted inhibition curve with a large enough effect in the signal ratio, with a control signal flat, not every such curve was filed as active; inconclusive = small, poorly fitted or top-dose-only effect, or effect the other way, or a change in a side signal; the % refers to the signal ratio;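 note: potency is the fitted concentration of half-maximal effect; plate controls were basal doxycycline-induced cells for no effect and cells given 10 µM MG132 for full effect; MG132 reads +100%, hits lower the ratio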
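TMD8 human ABC-DLBCL cells with doxycycline-inducible IκBα–green luciferase fusion and unfused red luciferase, in 0.5% FBS medium; compounds up to 46 uM, 4 h at 37C. Green/red luminescence ratio, filter-overlap corrected, fitted to concentration-response curves.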
FBPA coupling cs – qHTS Assay for Inhibitors of Fructose-1,6-bisphosphate Aldolase from Giardia Lamblia: Coupling assay counterscreen. activity change, negative = inhibition, % at 58.2 µM, hits read low. AID 2472, 2010. 290,000 tested, 0.67% active. coupling enzyme system counterscreen, AmpLite Red fluorescence; in the data active = activity change below about -30%; note: % is set by controls: 0 for no effect and ±100 for the full control effect
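Compounds tested against the coupling enzymes alone at 57.5 uM final; readout was AmpLite Red fluorescence (525/598 nm) after 20 min at RT.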
TSHR antagonist – Antagonists of the Thyroid Stimulating Hormone Receptor: HTS campaign; TSHR-expressing cells, TSH-stimulated cAMP HTRF, 2 h; active compounds read low; 330,000 tested, 0.2% active; Thyrotropin receptor (Homo sapiens), P16473; activity change, negative = inhibition, % at 11.5 µM;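 active = activity change below a set negative limit, meaning inhibition stronger than a set level, cut at about -70% in these data; inconclusive = activity change between two set negative limits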; note: % is set by controls: 0 for no effect and ±100 for the full control effect
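TSHR-expressing cells, 200/well, pre-treated with compound, then stimulated with EC80 TSH (4nM final) for 2 hours at 37 deg C. cAMP measured by competitive HTRF: anti-cAMP cryptate antibody in lysis buffer plus cAMP-d2, read after 30 minutes at room temperature.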
Giardia kill – Small Molecules that selectively kill Giardia lamblia: qHTS. 340,000 tested, 0.15% active. Giardia lamblia trophozoite viability. activity change, % at 7.66 µM, hits read low; in the data active = activity change below about -80%; inconclusive = between about -30% and that limit;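 note: parasites exposed to compound for two days anaerobically before the ATP read; % is set by controls: 0 for no effect and ±100 for the full control effect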
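Trophozoite viability was measured as ATP-dependent luminescence, read 15-30 min after reagent addition. Before that, parasites at 100 cells/well were exposed to compounds for 48 h, anaerobically, at 37 deg C.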
CXXC DNA block – qHTS Fluorescence Polarization Assay for Inhibitors of MLL CXXC domain - DNA interaction | Potency, µM (titrated, usually from 115 µM), inactives show top-dose activity change, negative = inhibition, usual class: inhibitors | Histone-lysine N-methyltransferase 2A (Homo sapiens), Q03164 | MLL-CXXC / FITC-HOXA9 DNA fluorescence polarization | 290,000 tested, 0.037% active; active = well fitted inhibition curve with a large enough effect in the polarisation, with a control signal flat, not every such curve was filed as active; inconclusive = small, poorly fitted or top-dose-only effect, or effect the other way, or a change in a side signal; inactive = no such curve, though single readings can be large or run the other way; the % refers to the polarisation; note: potency is the fitted concentration of half-maximal effect
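Purified MLL-CXXC (added from a 7 uM solution) was preincubated 5 min at ambient with pinned compounds in 50 mM Tris-HCl pH 7.5, 50 mM NaCl, 1 mM DTT, 0.05% BSA. Fluorescein-labeled HOX-A9 DNA (50 nM solution) followed, 30 min, then polarization read.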
Active calls of the source: *; ? = inconclusive; nt = not tested or not shown; & = joins results of further samples; [ ] = another dose, or the depositor's remark. The list is partial (hit frequency here may not be typical).

SMILES	Chronic BCR inh	FBPA coupling cs	TSHR antagonist	Giardia kill	CXXC DNA block
Cc1ccc(-c2nnc(Nc3ccc(Br)cc3)c3ccccc23)cc1S(=O)(=O)N1CCN(C)CC1	?	nt	nt	nt	nt
O=C(NCCC1=CCCCC1)c1ccc2c(c1)ncn2-c1ccc(F)c(F)c1	11%	nt	nt	nt	nt
COc1ccc(NC(=O)CN2C(=O)CSc3ccc(S(=O)(=O)N(C)C)cc32)cc1OC	?	nt	nt	nt	nt
CCCOc1cccc(C(=O)Nc2cccc(-c3nc4ncccc4o3)c2C)c1	?	nt	nt	nt	nt
Cc1ccc(N2CC(NC(=O)C3CCCCC3)CC2=O)cc1C (stereo not given)	-8%	nt	nt	nt	nt
COc1ccc(-n2c(/C=C/c3cccc(C(F)(F)F)c3)nc3ccccc3c2=O)cc1Cl	2%	nt	nt	nt	nt
Cc1ccc(-n2c(SCc3cccc(F)c3)nc3[nH]ncc3c2=O)cc1C	?	nt	nt	nt	nt
COc1ccc(-n2cc(-c3ccccc3)nc2SCC(=O)Nc2ccccc2)cc1Cl	28%	nt	nt	nt	nt
O=C(NCc1ccc2c(c1)CCN2C(=O)c1ccc(F)cc1)c1cc2ccccc2[nH]1	8%	nt	nt	nt	nt
O=C(CSc1nnc(NC(=O)Nc2ccccc2)s1)Nc1cccc(F)c1	18%	nt	nt	nt	nt
CCc1ccc(-c2[nH]nc3nc(-c4ccc(OC)cc4)cc(C(=O)NCCc4ccc(OC)c(OC)c4)c23)cc1	2%	nt	nt	nt	nt
OC[C@H]1O[C@H](n2cnc3c(N[C@H]4CCC[C@@H]4O)ncnc32)[C@H](O)[C@@H]1O	nt	nt	-14	nt	nt
N[C@H](C(=O)O)[C@H](Cc1ccccc1)C(=O)O	nt	nt	-15	nt	nt
CS(=O)(=O)c1ccc(-c2csc(N3CCC(C(N)=O)CC3)n2)cc1	nt	nt	26	nt	nt
O=c1[nH]c(=O)n([C@H]2C[C@@H](O)[C@@H](CO)O2)cc1C=CBr	nt	nt	-6	nt	nt
NC(=O)C1CCN(c2nc(-c3ccccc3)cs2)CC1	nt	nt	2	nt	nt
NC(=O)C1CCN(c2nc(-c3cccc([N+](=O)[O-])c3)cs2)CC1	nt	nt	-7	nt	nt
C#C[C@]1(O)CC[C@H]2[C@@H]3CCC4=Cc5oncc5CC4(C)[C@H]3CCC21C (stereo not given in full)	nt	nt	-14	nt	nt
Nc1ncnc2c1c(I)cn2[C@@H]1C[C@H](N)[C@@H](O)[C@H]1O	nt	nt	-18	nt	nt
CCOC(=O)C1=C(C)NC(C)=C(C(=O)OCC)C1c1c(F)c(F)c(F)c(F)c1F	nt	nt	-16	nt	nt
NCC1OC(O[C@H]2[C@H](O)[C@@H](OC3C(O)C(N)CC(N)C3OC3OC(CO)C(O)C(O)C3N)O[C@@H]2CO)C(N)C(O)C1O (stereo not given in full)	nt	nt	-8	nt	nt
CC(=O)Nc1ccc(-c2csc(N3CCC(C(N)=O)CC3)n2)cc1	nt	nt	-4	nt	nt
CCc1ccc(/C=C2/SC(=S)NC2=O)cc1	nt	nt	?	nt	nt
Cc1nc2n(c(=O)c1CCN1CCC(c3noc4cc(F)ccc34)CC1)CCCC2O (stereo not given)	nt	nt	-12	nt	nt
C=CC(C)=C[C@@]1(C)SC(=O)C(C)=C1O	nt	nt	-20	nt	nt
NC(=O)C1CCN(c2nc(-c3ccc(C(F)(F)F)cc3)cs2)CC1	nt	nt	-21	nt	nt
NC(=O)C1CCN(c2nc(-c3ccc(N4CCCCC4)nc3)cs2)CC1	nt	nt	-4	nt	nt
Nc1nc2c(cnn2CCc2ccccc2)c2nc(-c3ccco3)nn12	nt	2	-18	nt	nt
NS(=O)(=O)C#Cc1ccccc1	nt	3	-12	nt	nt
Clc1ccc(N2CCN(Cc3cc4ccccn4n3)CC2)cc1	nt	-2	-7	nt	nt
CC(C)C[C@H]1C(=O)N2CCC[C@H]2[C@]2(O)O[C@](NC(=O)[C@@H]3C=C4c5cccc6[nH]c(Br)c(c56)C[C@H]4N(C)C3)(C(C)C)C(=O)N12	nt	0	-19	nt	nt
C=CC(=O)c1ccc(CCCCCC)cc1	nt	4	-11	nt	nt
COc1ccccc1CNCCCCCCNCCCCCCCCNCCCCCCNCc1ccccc1OC	nt	nt	-13	nt	36%[activator]
CCCCCCCCCCCCCCCCCC(=O)NCC(COP(=O)([O-])OCC[N+](C)(C)C)OCC (stereo not given)	nt	nt	-10	nt	4%
NC(C(=O)N[C@@H]1C(=O)N2C(C(=O)O)=C(Cl)CS[C@H]12)c1ccccc1 (stereo not given in full)	nt	nt	-6	nt	12%
O=C1O/C(=C/Br)CCC1c1cccc2ccccc12 (stereo not given)	nt	nt	-7	nt	-4%
O=c1ccc2ccc(O)c(O)c2o1	nt	nt	11	nt	17%
N#CC(=C(\N)Sc1ccccc1N)/C(C#N)=C(/N)Sc1ccccc1N	nt	nt	-17	nt	-3%
NC1CCN(O)C1=O (stereo not given)	nt	nt	6	nt	-2%
CN1CCc2cc(NC(=O)Nc3cccnc3)ccc21	nt	nt	-12	nt	12%
N#C/C(=C\c1c[nH]c2ccccc12)C(=O)c1ccc(O)c(O)c1	nt	nt	-21	nt	26%
O=c1ccc2c(OCCCCc3ccccc3)c3ccoc3cc2o1	nt	nt	-20	nt	-4%
N#CC(C#N)=C(N)/C(C#N)=C/c1ccc(O)cc1	nt	nt	-14	nt	11%
N=S(=O)(O)Cc1noc2ccccc12	nt	nt	-11	nt	-8%
O=Nc1ccc2oc(=O)ccc2c1	nt	nt	-14	nt	3%
Cc1cc2c(cc1Cl)N(C(=O)Nc1ccnc3ccccc13)CC2	nt	nt	-23	nt	5%
CNCCNS(=O)(=O)c1cccc2cnccc12	nt	nt	-13	nt	-4%
NC(CCCP(=O)(O)O)C(=O)O (stereo not given)	nt	nt	17	nt	1%
C[C@H](Cc1ccc(O)c(O)c1)[C@@H](C)Cc1ccc(O)c(O)c1	nt	nt	-21	nt	-23%
Fc1ccc(CN(C2=NCCN2)c2c(Cl)cccc2Cl)cc1	nt	nt	-14	nt	11%
New compounds follow
SMILES	Chronic BCR inh	FBPA coupling cs	TSHR antagonist	Giardia kill	CXXC DNA block
NC1(C(=O)O)CCCCC1	nt	nt	-8	nt	-8%
COc1ccc2c(c1)CCC1C2CC[C@@]2(C)C1CC[C@@H]2NCCCCCCN1C(=O)C=CC1=O (stereo not given in full)	nt	nt	-10	nt	5%
CC(C)(C)c1ccc(S(=O)(=O)/C=C/C#N)cc1	nt	nt	-19	nt	-2%
CC(C)(C)c1cc(/C=C(\C#N)C(N)=S)cc(C(C)(C)C)c1O	nt	nt	?	nt	?
Brc1c(Br)c(Br)c2n[nH]nc2c1Br	nt	18	?	nt	-18%
O=C1Nc2ccc(I)cc2/C1=C/c1cc(Br)c(O)c(Br)c1	nt	-7&-5	-49	nt	?
CCCCC/C=C\CC(O)/C=C/c1cccc(CC(O)CCCCO)n1 (stereo not given)	nt	1	-14	nt	9%
NCCNS(=O)(=O)c1cccc2c(Cl)cccc12	nt	1&1&1	-11	nt	-3%
C=C1C(=O)O[C@@H]2[C@H]3O[C@]3(C)CCC=C(C)CC[C@@H]12	nt	2	-19	nt	-3%
O=C(O)c1cc2cc(Cc3cccnc3)ccc2o1	nt	9	-4	nt	-2%
Cc1ccc(S(=O)(=O)N2CCN(c3nc(C(N)=O)nc4ccccc34)CC2)cc1	nt	nt	nt	14	nt
O=C1C(=O)C(c2cc(O)c(O)c(O)c2)Oc2cc(O)cc(O)c21 (stereo not given)	nt	nt	nt	-25	nt
COc1ccccc1NC(=O)c1sc2nc(C)c(C(=O)Nc3ccc(C)cc3C)c(-c3ccco3)c2c1N	nt	nt	nt	1	nt
OC[C@@H]1O[C@H](n2cnc3c(SCc4ccccc4)ncnc32)[C@H](O)[C@H]1O	nt	nt	nt	7	nt
CCOC(=O)c1cc2c(=O)n3ccccc3nc2n(Cc2ccco2)c1=NC(=O)c1ccc(Br)cc1	nt	nt	nt	21	nt
COc1ccc(CNc2ncnc3nc[nH]c23)cc1	nt	nt	nt	-15	nt
CC(C)c1nnc(NC(=O)C2CCN(C(=O)C(C)(C)C)CC2)s1	nt	nt	nt	9	nt
Cc1ccc2cc(CN(Cc3ccco3)Cc3nnnn3Cc3ccco3)c(=O)[nH]c2c1	nt	nt	nt	5	nt
O=C(CNC(=O)C1CCCCC1)OCC(=O)c1ccccc1	nt	nt	nt	9	nt
O=C(CNC(=O)C1CCCCC1)OCC(=O)c1ccc(-c2ccccc2)cc1	nt	nt	nt	-2	nt
O=S(=O)(c1ccc(Cl)cc1)N1CCOCC1	nt	nt	nt	3	nt
CS(=O)(=O)c1ccc(C(=O)OCC(=O)N2CC(=O)Nc3ccccc32)cc1[N+](=O)[O-]	nt	nt	nt	16	nt
O=c1[nH]c(=O)c2ncn(C3OC(CO)C(O)C3O)c2[nH]1 (stereo not given)	nt	nt	nt	-14	nt
O=C(CNC(=O)C1CCCCC1)OCc1ccccc1	nt	nt	nt	-13	nt
COc1ccc(-c2nc(N3CCN(S(=O)(=O)c4ccc(F)cc4)CC3)c3ccccc3n2)cc1	nt	nt	nt	-16	nt
CCCN1CNc2c(c(=O)[nH]c(=S)n2CCc2c(Cl)cccc2Cl)C1	nt	nt	nt	-8	nt
Cc1cccc(CNC(=O)Cc2csc3ccccc23)c1	nt	nt	nt	27	nt
Clc1ccc(-c2nn3c(-c4cc(-c5ccccc5)n[nH]4)nnc3s2)cc1	nt	nt	nt	2	nt
c1coc(CNc2nc[n+]3c4c2ncn4CC3)c1	nt	nt	nt	13	nt
NS(=O)(=O)Nc1c(Br)cc(Br)c2cccnc12	nt	nt	nt	8	nt
S=C(NCCCc1cnc[nH]1)NCCCN(CCc1ccccc1)c1ccc(Br)cn1	nt	nt	nt	-5&6	nt
Nc1nc(NCc2ccc(Cl)c(Cl)c2)c2[nH]cnc2n1	nt	nt	nt	-16&14	nt
O=C(Nc1ccccc1Sc1ccccc1)c1cnn2c1NC(=C1CC1)C=C2C(F)F	nt	nt	nt	-7	nt
CCCN1CNc2c(c(=O)[nH]c(=S)n2CCc2ccc(Cl)cc2Cl)C1	nt	nt	nt	-12	nt
NN=C1c2cc(S(=O)(=O)NCCO)ccc2-c2ccc(S(=O)(=O)NCCO)cc21	nt	nt	nt	-9	nt

From PubChem BioAssay
